# Screening data as filed in PubChem BioAssay.
# PTAP TSG101 blk = blocks PTAP/TSG101 interaction to inhibit HIV-1 budding; Fluorescence polarization, FITC-PTAP peptide / Tsg101 binding; 340,000 tested, under 10 active; Potency, µM (series often up to 115 µM), without a hit: at the highest dose activity change, negative = inhibition, most hits filed as inhibitors; active = well fitted inhibition curve with a large enough effect in the main read-out, with a control signal flat, not every such curve was filed as active; inconclusive = small, poorly fitted or top-dose-only effect, or effect the other way, or a change in a side signal; inactive = no such curve, though single readings can be large or run the other way; note: potency is the fitted concentration of half-maximal effect; % of control where 0% means no effect
#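 Tsg101 binding domain (10 uM final) was mixed with compound and a FITC-labeled PTAP peptide (50 nM final) in HEPES pH 7.5 buffer with NaCl, Tween 20, EDTA and TCEP; fluorescence polarization was read after 20 min at r.t.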
# TRPV1 ag = agonists of human vanilloid receptor 1 (TRPV1); 320,000 tested, 0.19% active; TRPV1-expressing cells, Fluo-8 calcium influx, agonist mode; activation, % at 8.33 µM; AID 540275; Q8NER1; in the data active = activation above about 80%; inconclusive = between about 30% and that limit; note: 0% is about no effect
#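 Fluo-8 calcium influx in TRPV1-expressing cells, kinetic read (ex 480/em 520 nm). Compound added and read 3 min for agonist activity, followed by capsaicin at EC20 final and 2 min further read for enhancement.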
# B2AR arrestin = recruits beta-arrestin to the human beta2-adrenergic receptor | beta-arrestin recruitment to beta2AR, cell-based reporter | Potency, µM (doses to about 46.1 µM), for the others: top-dose activation, most hits filed as activators | 330,000 tested, 0.02% active | AID 492947;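 note: potency is the fitted concentration of half-maximal effect; 0% = DMSO controls and full agonism = EC100 isoproterenol or metaproterenol; nearly all actives have a fitted effect of over 65% in size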
# ELG1 repair inh = blocks ELG1-dependent DNA repair in HEK293T cells. HEK293T ELG1-luciferase reporter, luminescence, 16 h; DNA damage induced by 5-fluorouridine. Potency, µM (titrated, usually from 46.1 µM), without a hit: top-dose activity change, negative = inhibition, most hits filed as inhibitors. 330,000 tested, 2.3% active. AID 504467; note: potency is the fitted concentration of half-maximal effect; % is set by controls: 0 for no effect and ±100 for the full control effect; nearly all actives have a fitted effect of over 55% in size
#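 In this reporter screen, reduction of luminescence relative to DMSO vehicle indicated activity. Compounds and 5-fluorouridine were added together to 2,000 cells per well, incubated for 16 hr at 37 °C, then developed with ONE-Glo.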
# A-T KAP1 phos = candidate therapy for ataxia-telangiectasia | 320,000 tested, 0.19% active | AID 485349 | Potency, µM (top dose mostly 57.5 µM), for inactives: at the highest dose activation, actives largely listed as activators | […] A-T fibroblasts, KAP-1 phosphorylation AlphaLISA; neocarzinostatin DNA damage 30 min before lysis; note: potency is the fitted concentration of half-maximal effect; % of control where 0% means no effect; nearly all actives have a fitted effect of over 45% in size
#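 ATM-like activity read as KAP-1 phosphorylation via AlphaLISA donor/acceptor antibody pairs after lysis and 6 hr at 25C. Cells were ATM-null patient fibroblasts ([…], hTERT), dosed 60 min, then exposed to the DSB inducer NCS for 30 min.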
# BRCA1 expr up = increases BRCA1 expression; MCF7-BRCA1-FFLuc reporter, luminescence, 48 h; response scale: scaled: vehicle 0%, 10 µM genistein 100%; Potency, µM (series often up to 46.1 µM), without a hit: at the highest dose activation, hits mostly activators; 380,000 tested, 1.1% active; note: potency is the fitted concentration of half-maximal effect; nearly all actives have a fitted effect of over 80% in size; some results filed as inactive show a strong effect at the top dose
#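 Compounds are tested at multiple concentrations on MCF7 BRCA1-luciferase reporter cells seeded at 2000 per well; after 48 h, a single luminescence end-point is taken and curves fitted to the normalized data.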
# TCR activator = T cell receptor activation; Potency, µM (top dose mostly 9.22 µM), for inactives: at the highest dose activation of IL-2 secretion, actives largely listed as activators; AID 504894; primary human leukocytes, anti-CD3, IL-2 HTRF, 48 h; 330,000 tested, under 10 active; note: % of control where 0% means no effect
#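 IL-2 produced over 48 hr by a-CD3 bead-stimulated primary human leukocytes exposed to compounds was detected with a homogeneous time-resolved FRET immunoassay, 665nm acceptor signal after 320nm excitation.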
# CXXC DNA block = inhibitors of human MLL CXXC domain-DNA interaction; Q03164; Potency, µM (series often up to 115 µM), inactives show at the highest dose activity change, negative = inhibition, usual class: inhibitors; 290,000 tested, 0.037% active; AID 2662; MLL-CXXC / FITC-HOXA9 DNA fluorescence polarization; active = well fitted inhibition curve with a large enough effect in the polarisation, with a control signal flat, not every such curve was filed as active; inconclusive = small, poorly fitted or top-dose-only effect, or effect the other way, or a change in a side signal; inactive = no such curve, though single readings can be large or run the other way; the % refers to the polarisation; note: potency is the fitted concentration of half-maximal effect
#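 Fluorescence polarization: 7 uM MLL-CXXC (stock) preincubated 5 min with compounds, then 50 nM fluorescein-HOX-A9 DNA (stock) added; 30 min ambient. Buffer 50 mM Tris-HCl pH 7.5, 50 mM NaCl, 1 mM DTT, 0.05% BSA.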
# a7 integrin act = activators of alpha7 integrin expression for muscular dystrophy | alpha7betagal myoblasts, beta-gal FDG fluorescence, 48 h | Potency, µM (titrated, usually from 38.3 µM), for the others: at the highest dose activation, most hits filed as activators | 350,000 tested, 0.064% active;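 note: potency is the fitted concentration of half-maximal effect; 100% = response of the positive control SU9516; nearly all actives have a fitted effect of over 60% in size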
#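 alpha7betagal+/- myoblasts (passage 13, 250/well) treated 48 h at 37C with compounds at 1:260 dilution of DMSO stock. Lysed, then beta-galactosidase activity read as FDG fluorescence (ex 480/em 540) after 30 min, with pre-read for autofluorescence.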
# p53 reactivation = re-activators of mutant p53; Potency, µM (highest dose often 92.2 µM), inactives show at the highest dose activity change, positive = activation, actives largely listed as activators; 320,000 tested, 0.063% active; H1299 p53-A138V BP100-luciferase reporter, luminescence, 24 h; note: potency is the fitted concentration of half-maximal effect; % of control where 0% means no effect; nearly all actives have a fitted effect of over 45% in size
#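 H1299 (p53-null), stable ts p53-A138V + BP100-Luc; 1000 cells/well, Opti-MEM/10% FBS; cpd 4 pt, 1:5; 24 h, 37 deg C, 5% CO2; detection reagent 10 min RT; luminescence.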
# An asterisk follows results filed as active; ? = inconclusive; / = not tested or not shown; [ ] = remark or other dose. Unless noted, calls come from the whole dose curve; as a rule, active = well fitted curve in the direction sought with a large enough effect; inconclusive = small, poorly fitted or top-dose-only effect, or another doubt; inactive = no such curve, though single readings can be large; an effect the other way counts as inactive or inconclusive.
1) Cc1cccc(C)c1-n1c(C)nn(-c2ncc(C(F)(F)F)cc2Cl)c1=O
2) COc1ccc(CCNC(=O)C(=O)Nc2ccc3c(c2)OCCO3)cc1OC
3) CCOc1ccc(S(=O)(=O)n2cnc3ccccc32)cc1
4) CC1CCCC(=NNc2ccc3ccccc3n2)C1 (stereo not given)
5) CNC(=S)N/N=C/c1cccc(OCc2ccccc2F)c1

Screen / compound no.	1	2	3	4	5
PTAP TSG101 blk	-1%	-2%	3%	-3%	-1%
TRPV1 ag	-3	-4	0	/	-2
B2AR arrestin	0.2%	-0.4%	0.1%	/	-0.3%
ELG1 repair inh	-17%	?	7%	/	?
A-T KAP1 phos	-3%	3%	5%	/	5%
BRCA1 expr up	4%	-2%	0%	70%	-2%
TCR activator	-5%	-52%	1%	3%	10%[46.1 µM]
CXXC DNA block	-10%	12%	1%	/	3%
a7 integrin act	-7%	2%	27%	-17%	2%
p53 reactivation	6%	10%	/	/	16%

6) Cc1ccc(C)c(C(=O)Nc2nc3ccccc3[nH]2)c1
7) CC(=O)c1cc(F)ccc1OCC(=O)Nc1ccc2c(c1)OCO2
8) Cc1onc(C(=O)NC2CCCCC2)c1[N+](=O)[O-]
9) CSC1=NCCN1C(=O)c1cccs1
10) O=[N+]([O-])c1ccc(OCC(O)CNCCNc2nccc(C(F)(F)F)n2)cc1 (stereo not given)

Screen / compound no.	6	7	8	9	10
PTAP TSG101 blk	0%	0%	0%	1%	-6%
TRPV1 ag	-2	/	2	-3	6
B2AR arrestin	0.0%	-0.2%	0.1%	-0.5%	-0.4%
ELG1 repair inh	?	?	28%	19%	9%
A-T KAP1 phos	-4%	-12%	12%	3%	8%
BRCA1 expr up	37%	1.3µM*	4%	10%	3%
TCR activator	6%	7%	2%	-37%	13%
CXXC DNA block	-5%	/	-2%	167%[activator]	-6%
a7 integrin act	-58%[inhibitor]	21%	-17%	10%	-16%
p53 reactivation	8%	?	?	7%	-3%

11) Cn1cc(CN2CCC(n3nccc3NC(=O)c3ccccc3Cl)CC2)cn1
12) CCO/N=C/C(=O)Nc1ccc(F)cc1F
13) Cc1cc(C)c2nc(N3CCOCC3)c(C#N)cc2c1
14) COc1ccc2[nH]cc(CCNS(=O)(=O)c3ccc(F)cc3)c2c1
15) COc1ccc2oc(C(=O)OCC(=O)NCCc3ccc(S(N)(=O)=O)cc3)c(C)c2c1

Screen / compound no.	11	12	13	14	15
PTAP TSG101 blk	/	-4%	-2%	1%	0%
TRPV1 ag	-2	2	6	?	2
B2AR arrestin	0.1%	-0.4%	0.1%	0.0%	-0.1%
ELG1 repair inh	-3%	?	0%	-8%	?
A-T KAP1 phos	2%	-6%	8%	6%	-12%
BRCA1 expr up	-27%	20%	11%	-25%	1%
TCR activator	-4%	-1%	4%	3%	/
CXXC DNA block	6%	-3%	-10%	-1%	/
a7 integrin act	-11%	17%	38%	0%	11%
p53 reactivation	-2%	3%	4%	-3%	-8%

16) Cn1nnnc1SC(C(=O)Nc1cccc(C(F)(F)F)c1)c1ccccc1 (stereo not given)
17) CCN(CC)C(=O)CNC(=O)c1nn(-c2ccc(OC)c(Cl)c2)c(=O)c2ccccc12
18) CCOC(=O)c1cnc(-n2nc(C)cc2C)nc1NNc1cc(C)nc(-c2ccccc2)n1
19) COc1ccc(-n2c(Cn3c(=O)sc4ccccc43)nnc2SCC(=O)N2CCCCC2)cc1
20) O=C(C[C@H]1C/C=C\C[C@H](Cc2ccc(F)cc2)C(=O)O[C@@H](c2ccccc2)CNC1=O)NCCO

Screen / compound no.	16	17	18	19	20
PTAP TSG101 blk	0%	-3%	-7%	0%	-1%
TRPV1 ag	23	8	0	1	/
B2AR arrestin	0.1%	0.1%	-1.8%	-0.8%	-0.1%
ELG1 repair inh	2%	-14%	?	0%	-23%
A-T KAP1 phos	-1%	-6%	6%	5%	6%
BRCA1 expr up	-36%	-27%	-94%[inhibitor]	3%	0%
TCR activator	6%[46.1 µM]	2%	-16%[46.1 µM]	12%	0%
CXXC DNA block	14%	4%	24%	0%	/
a7 integrin act	12%	-9%	-15%	0%	-39%
p53 reactivation	-12%	-2%	1%	-5%	-1%

21) CN(CC(=O)Nc1ccc(F)cc1)C(=O)c1ccccc1OCc1ccc(F)cc1
22) CCOC(=O)CCNC(=O)N1CCCC(Cc2ccccc2)(C(=O)OCC)C1 (stereo not given)
23) C#CCN1C(=O)C(O)(c2c(C)[nH]c3ccccc23)c2ccccc21 (stereo not given)
24) O=C(NC1=NCCS1)c1ccccc1Cl

Screen / compound no.	21	22	23	24
PTAP TSG101 blk	0%	-9%	-1%	-4%
TRPV1 ag	9	7	4	0
B2AR arrestin	0.5%	-0.3%	0.4%	-0.2%
ELG1 repair inh	-9%	-3%	-12%	15%
A-T KAP1 phos	4%	5%	10%	1%
BRCA1 expr up	-16%	0%	-28%	21%
TCR activator	-7%	1%	-12%	-5%
CXXC DNA block	0%	-3%	9%	1%
a7 integrin act	-32%	32%	-9%	-5%
p53 reactivation	3%	/	-3%	4%

# Molecules above containing a halogen, in the order listed:
1) Cc1cccc(C)c1-n1c(C)nn(-c2ncc(C(F)(F)F)cc2Cl)c1=O
5) CNC(=S)N/N=C/c1cccc(OCc2ccccc2F)c1
7) CC(=O)c1cc(F)ccc1OCC(=O)Nc1ccc2c(c1)OCO2
10) O=[N+]([O-])c1ccc(OCC(O)CNCCNc2nccc(C(F)(F)F)n2)cc1 (stereo not given)
11) Cn1cc(CN2CCC(n3nccc3NC(=O)c3ccccc3Cl)CC2)cn1
12) CCO/N=C/C(=O)Nc1ccc(F)cc1F
14) COc1ccc2[nH]cc(CCNS(=O)(=O)c3ccc(F)cc3)c2c1

Screen / compound no.	1	5	7	10	11	12	14
PTAP TSG101 blk	-1%	-1%	0%	-6%	/	-4%	1%
TRPV1 ag	-3	-2	/	6	-2	2	?
B2AR arrestin	0.2%	-0.3%	-0.2%	-0.4%	0.1%	-0.4%	0.0%
ELG1 repair inh	-17%	?	?	9%	-3%	?	-8%
A-T KAP1 phos	-3%	5%	-12%	8%	2%	-6%	6%
BRCA1 expr up	4%	-2%	1.3µM*	3%	-27%	20%	-25%
TCR activator	-5%	10%[46.1 µM]	7%	13%	-4%	-1%	3%
CXXC DNA block	-10%	3%	/	-6%	6%	-3%	-1%
a7 integrin act	-7%	2%	21%	-16%	-11%	17%	0%
p53 reactivation	6%	16%	?	-3%	-2%	3%	-3%

16) Cn1nnnc1SC(C(=O)Nc1cccc(C(F)(F)F)c1)c1ccccc1 (stereo not given)
17) CCN(CC)C(=O)CNC(=O)c1nn(-c2ccc(OC)c(Cl)c2)c(=O)c2ccccc12
20) O=C(C[C@H]1C/C=C\C[C@H](Cc2ccc(F)cc2)C(=O)O[C@@H](c2ccccc2)CNC1=O)NCCO
21) CN(CC(=O)Nc1ccc(F)cc1)C(=O)c1ccccc1OCc1ccc(F)cc1
24) O=C(NC1=NCCS1)c1ccccc1Cl

Screen / compound no.	16	17	20	21	24
PTAP TSG101 blk	0%	-3%	-1%	0%	-4%
TRPV1 ag	23	8	/	9	0
B2AR arrestin	0.1%	0.1%	-0.1%	0.5%	-0.2%
ELG1 repair inh	2%	-14%	-23%	-9%	15%
A-T KAP1 phos	-1%	-6%	6%	4%	1%
BRCA1 expr up	-36%	-27%	0%	-16%	21%
TCR activator	6%[46.1 µM]	2%	0%	-7%	-5%
CXXC DNA block	14%	4%	/	0%	1%
a7 integrin act	12%	-9%	-39%	-32%	-5%
p53 reactivation	-12%	-2%	-1%	3%	4%
